# AmpC no deterg – blocks E. coli AmpC beta-lactamase in detergent-free assay | P00811 | AmpC nitrocefin hydrolysis, absorbance 480 nm, 0.0001% Triton | Potency, µM (titrated, usually from 57.1 µM), for the others: top-dose activity change, negative = inhibition, most hits filed as inhibitors | 0.52% of 330,000 active;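 also: potency is read from the fitted curve at half-maximal effect; plate controls were no compound for no effect and no enzyme for full effect; nearly all actives have a fitted effect of over 20% in size; some results filed as inactive show a strong effect at the top dose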
# Target sequence (P00811 whole entry, looked up): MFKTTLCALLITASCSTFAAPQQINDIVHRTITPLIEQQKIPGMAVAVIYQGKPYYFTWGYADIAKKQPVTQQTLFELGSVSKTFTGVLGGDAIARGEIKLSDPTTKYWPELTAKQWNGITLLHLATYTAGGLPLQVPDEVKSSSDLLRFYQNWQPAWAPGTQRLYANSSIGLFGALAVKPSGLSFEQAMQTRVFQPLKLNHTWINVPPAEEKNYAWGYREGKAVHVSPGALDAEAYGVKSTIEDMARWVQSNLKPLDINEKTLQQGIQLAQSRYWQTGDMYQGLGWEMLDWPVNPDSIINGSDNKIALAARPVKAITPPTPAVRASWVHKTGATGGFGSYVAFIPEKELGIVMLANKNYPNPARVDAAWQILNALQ
#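 AmpC (5.3 nM in the dispensed reagent) in 20 mM phosphate pH 7.0 with 0.01% (detergent screen) or 0.0001% Triton X-100 was preincubated with compounds for 15 min at room temperature. Nitrocefin was then added from an 800 uM solution, and hydrolysis was followed at 480 nm.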
# AMA1 RON2 block – inhibitors of Plasmodium falciparum AMA1-RON2 interaction; Potency, µM (highest dose often 58.2 µM), for inactives: at the highest dose activity change, negative = inhibition, most hits filed as inhibitors; 0.2% of 360,000 active; AID 720542; AlphaScreen AMA1-biotinylated RON2 peptide binding;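 also: potency is read from the fitted curve at half-maximal effect; 0% = vehicle wells and -100% = peptide control; nearly all actives have a fitted effect of over 45% in size; some results filed as inactive show a strong effect at the top dose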
#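 AMA1 (3D7) with his tag at 25 nM final met compounds first, then biotinylated RON2 peptide at 25 nM; detection used donor plus acceptor beads, 10 µg/mL apiece, read by AlphaScreen after 30 min at room temperature.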
# LmPK inh – inhibitors of Leishmania mexicana pyruvate kinase | 0.37% of 290,000 active | purified LmPK, Kinase-Glo ATP luminescence, 1 h | Potency, µM (titrated, usually from 57.5 µM), inactives show top-dose activity change, negative = inhibition, actives largely listed as inhibitors; also: potency is read from the fitted curve at half-maximal effect
# Target sequence (Q27686 whole entry, looked up): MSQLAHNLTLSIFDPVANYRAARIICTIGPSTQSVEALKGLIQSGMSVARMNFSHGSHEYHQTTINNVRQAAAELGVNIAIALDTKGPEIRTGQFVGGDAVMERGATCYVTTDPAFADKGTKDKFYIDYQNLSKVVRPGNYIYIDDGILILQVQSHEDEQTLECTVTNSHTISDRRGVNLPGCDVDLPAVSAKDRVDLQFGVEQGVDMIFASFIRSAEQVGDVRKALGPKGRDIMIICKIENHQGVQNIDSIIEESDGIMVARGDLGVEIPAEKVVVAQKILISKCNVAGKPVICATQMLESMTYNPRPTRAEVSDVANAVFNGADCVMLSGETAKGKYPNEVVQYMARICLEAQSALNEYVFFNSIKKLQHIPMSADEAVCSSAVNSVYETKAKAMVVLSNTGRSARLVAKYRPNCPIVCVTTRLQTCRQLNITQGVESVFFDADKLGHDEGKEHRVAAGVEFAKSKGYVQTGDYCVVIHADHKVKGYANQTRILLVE
#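 Pyruvate kinase activity monitored as ATP production (luciferase luminescence). Conditions: 0.1 nM enzyme, 0.5 mM PEP, 0.1 mM ADP, 1 h, RT; normalized against uninhibited and no-enzyme wells.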
# AmpC inh detg – AmpC beta-lactamase inhibition with detergent present; P00811; AmpC hydrolysis of nitrocefin, absorbance 480 nm, 0.01% Triton; Potency, µM (titrated, usually from 114 µM), without a hit: at the highest dose activity change, negative = inhibition, actives largely listed as inhibitors; 0.041% of 370,000 active;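 also: potency is read from the fitted curve at half-maximal effect; 0% = no-compound wells and -100% = no-enzyme wells; nearly all actives have a fitted effect of over 25% in size; some results filed as inactive show a strong effect at the top dose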
#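 20 mM phosphate pH 7.0 + 0.01% (detergent screen) or 0.0001% Triton X-100; 5.3 nM AmpC reagent; cpd preinc 15 min RT; nitrocefin (800 uM stock) to start; A480 q20 s × 4 min; Activity was normalised to no-enzyme and no-compound control wells.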
# HCMV inh – inhibitors of human cytomegalovirus. activity change, negative = inhibition, % at 57.5 µM. HFF cells, HCMV-luciferase reporter, 72 h; hits give low values. 4.5% of 410,000 active. AID 1259415; in the data active = activity change below about -60%; inconclusive = no clear call, values can overlap the other calls; inactive = above about -39%
#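 Inhibition of viral replication was scored as loss of reporter luminescence in HFFs infected with HCMV-luciferase (MOI 1 PFU/cell) for 72 h; compounds tested at 2 doses, normalized to buffer and Salinomycin controls.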
# Sm TGR block – inhibitors of Schistosoma mansoni thioredoxin glutathione reductase; Q962Y6; purified TGR, DTNB reduction, TNB absorbance 405 nm; Potency, µM (doses to about 114 µM), without a hit: at the highest dose activity change, negative = inhibition, usual class: inhibitors; 3% of 360,000 active; also: potency is read from the fitted curve at half-maximal effect; nearly all actives have a fitted effect of over 60% in size
#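 First, TGR (20 nM dispensed) and NADPH were mixed with compound. Second, a 15 min room-temperature incubation followed. Third, further NADPH and then DTNB were added to start the reaction. Finally, TNB absorbance was monitored kinetically.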
# TbPYK inhibitor – blocks Trypanosoma brucei pyruvate kinase | Q57TT1 | TbPYK enzyme, Kinase-Glo Plus ATP luminescence, 45 min | Potency, µM (series often up to 76.8 µM), inactives show at the top dose activity, negative = inhibition, hits mostly inhibitors | 0.12% of 410,000 active; also: potency is read from the fitted curve at half-maximal effect; nearly all actives have a fitted effect of over 50% in size
#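 Readout: single end-point luminescence (Kinase-Glo Plus, 10 min). Reaction conditions were TbPYK/substrate plus 130 uM ADP, 45 min at RT, pH 7.2 TEA buffer. No-enzyme wells served as controls, and data were normalized before concentration-response fitting.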
# * marks the source's active call; other numbers are inactive results; ? = inconclusive; nt = no result given; [ ] = another dose, or the depositor's remark. Unless noted, calls follow the shape of the dose curve; as a rule, active = well fitted curve in the direction sought with a large enough effect; inconclusive = small, poorly fitted or top-dose-only effect, or another doubt; inactive = no such curve, though single readings can be large; an effect the other way counts as inactive or inconclusive. Unless noted, % is scaled to controls: 0 for no effect and ±100 for the full control effect. The order is random, and some 7.4% of all compounds hit somewhere here.
SMILES,AmpC no deterg,AMA1 RON2 block,LmPK inh,AmpC inh detg,HCMV inh,Sm TGR block,TbPYK inhibitor
COc1ccccc1NC(=O)c1c(N=Cc2ccccc2O)cnn1C,-13.6%,nt,4.3%,-0.2%,nt,9.9%,nt
COc1ccc(C(=O)SC2=NCCS2)cc1,-14.4%,8.8%,9.0%,2.5%,9.1,1.9%,-8.6%
Cc1ccc(N2C(=O)N3[C@H](c4ccc(Cl)cc4)[C@@H]4C(=O)N(C5CCCCC5)C(=O)[C@@H]4[C@]3(Cc3ccccc3)C2=O)cc1,-2.9%,-1.8%,-3.3%,-12.8%,-19.5,9.9%,0.6%
Cc1ccc2c(c1)[C@H]1[C@H](CO2)[C@H](c2ccccc2)[C@]2(C)C(=O)Nc3ccccc3C(=O)N12,-25.0%,-19.6%,nt,nt,-76.4*,nt,1.9%
O=C(Cc1cccc2ccccc12)N1CCCc2ccccc21,-11.1%,31.7%,0.9%,1.9%,55.8,16.0%,-9.4%
COC(=O)c1ccc(NC(=O)C(=O)N2CCCC2)cc1,0.9%,-11.0%,-7.7%,1.9%,76.1,-7.5%,-4.1%
O=NN1CCCCC1,-3.9%,-1.1%,nt,-1.7%,3.3,-26.5%,-5.0%
COc1ccc(C(=O)Nc2ccc3nc(SCC(=O)N4CCCC4)sc3c2)cc1,nt,nt,nt,16.0%,-0.2,3.5%,0.0%
CC(C)Cc1ccc(CN2CCCC(NC(=O)CCN3CCOCC3)C2)cc1 (stereo not given),84.3%[activator],13.1%,8.9%,0.7%,-3.0,2.2%,0.2%
CCOC(=O)C1CCCN(C(=O)C2CCN(S(=O)(=O)N3CCC4(CC3)OCCO4)CC2)C1 (stereo not given),13.6%,-3.7%,-8.1%,3.0%,-8.2,13.4%,2.1%
CCCn1nnc2sc3c(c2c1=O)CCC(C)C3 (stereo not given),-8.6%,7.8%,-0.4%,-19.5%,-4.2,5.2%,9.0%
CC(C)(C)OC(=O)C[C@H]1C/C=C\C[C@H](CC(=O)N[C@H](CO)Cc2ccccc2)C(=O)N2CCC[C@@H]2COC1=O,276.5%[activator],27.2%,nt,nt,16.1,nt,1.5%
Cc1cc(C)n(-c2nc3ccccc3c3nc(C)nn23)n1,6.9%,0.0%,1.1%,-13.9%,16.2,-3.3%,-0.5%
O=C(CNCc1ccco1)Nc1ccccc1-n1cccc1,-13.6%,1.4%,0.0%,?,-13.5,-28.1%,-3.5%
O=C(NNC(=O)c1ccc(-n2cncn2)c([N+](=O)[O-])c1)c1ccccc1,-11.8%,-5.5%[11.6 µM],nt,2.3%,-39.8,3.1%,-1.3%
O=C(c1cccnc1)N1c2ccccc2Sc2ccccc21,18.0%,-21.7%,-1.9%[11.5 µM],-4.1%,?,11.6%,-3.3%
Cc1ccsc1/C=N/NC(=O)c1ccncc1,-20.0%,9.5%,-1.9%,-7.2%,31.2,-3.8%,-0.5%
COC(=O)NNC(=O)c1ccccc1OC,-2.2%,-3.4%,-1.3%,2.3%,47.0,3.8%,-0.8%
Cc1cccc(N2CCN(Cc3ccc4c(c3)OCO4)CC2)c1C,-24.8%,?,6.5%,?,-31.0,-18.9%,2.4%
CC1CCCN(CC(=O)Nc2ccc(S(=O)(=O)N3CCCCCC3)cc2)C1 (stereo not given),0.0%,27.8%,1.6%,-5.5%,-5.5,-35.4%,3.7%
COc1ccc(N2CCN(C(=O)CSc3nnc4nc(C)cc(C)n34)CC2)cc1,nt,-2.5%,nt,nt,-4.6,nt,1.4%
COc1ccc(-c2onc3ccc(Cl)cc23)cc1,-14.3%,-15.6%,-1.4%,-7.0%,-1.4,?,-5.6%
Cc1nn2c3cc(N4CCOCC4)ccc3nc2c2ccccc12,nt,4.1%,nt,nt,184.2,nt,-24.5%
Cc1ccc(NC(=O)N2CCC(NC(=O)c3cccc(C)c3)CC2)cc1,-13.9%,0.0%,-6.3%,-11.1%,10.2,?,0.0%
c1nnc2c3c4c(sc3ncn12)CCCC4,-16.8%,nt,3.1%,-0.5%,nt,-9.7%,nt

# Among those listed so far, 3 contain a thiophene ring, fused or not:
SMILES,AmpC no deterg,AMA1 RON2 block,LmPK inh,AmpC inh detg,HCMV inh,Sm TGR block,TbPYK inhibitor
CCCn1nnc2sc3c(c2c1=O)CCC(C)C3 (stereo not given),-8.6%,7.8%,-0.4%,-19.5%,-4.2,5.2%,9.0%
Cc1ccsc1/C=N/NC(=O)c1ccncc1,-20.0%,9.5%,-1.9%,-7.2%,31.2,-3.8%,-0.5%
c1nnc2c3c4c(sc3ncn12)CCCC4,-16.8%,nt,3.1%,-0.5%,nt,-9.7%,nt

# (next part)
SMILES,AmpC no deterg,AMA1 RON2 block,LmPK inh,AmpC inh detg,HCMV inh,Sm TGR block,TbPYK inhibitor
Cc1cccc(NC(=O)c2sccc2-n2cccc2)c1C,-26.0%,-7.3%,5.1%,-0.1%,-36.4,0.6%,2.6%
CCC(NC(=O)CSc1nnnn1C1CC1)c1ccc(Br)cc1 (stereo not given),-11.9%,2.4%,nt,0.4%,-18.2,-29.2%,0.2%
CC(=O)c1cccc(NC(=O)NC2CC(=O)N(c3ccc4c(c3)OCCO4)C2)c1 (stereo not given),-23.2%,8.5%,nt,?,-30.3,-2.7%,1.9%
COc1cc(C(=O)NN=Cc2ccc(N(CCCl)CCCl)cc2)cc(OC)c1OC,nt,61.9%[activator],nt,nt,-16.9,nt,2.7%
CCCCCNC(=O)c1ccc2c(=O)n(CCOC)c(=O)[nH]c2c1,-9.6%,7.3%,2.0%,?,44.5,3.4%,-0.4%
Cc1ccsc1C(=O)NCCc1nnc2ccccn12,-2.7%,-5.9%,-0.5%,-9.5%,57.0,-17.2%,-0.1%
O=C(CN1CCC(NC(=O)c2ccccc2Cl)CC1)NCc1ccco1,-36.8%,-7.9%,2.3%,-1.6%,-14.1,17.8%,8.0%
C(=N\N1CCOCC1)/c1cn(-c2ccccc2)nc1-c1ccccc1,108.7%[activator],-21.0%,0.7%,-9.4%,-9.5,1.4%,3.4%
Cc1ccc(S(=O)(=O)Nc2nc3ccccc3s2)cc1,-18.5%,-4.6%,6.2%,?,45.1,2.1%,1.6%
O=C(c1cc(=O)[nH]c2ccccc12)N1CC=C(c2ccccc2)CC1,-5.7%,-19.2%,nt,0.2%,-24.5,1.0%,1.6%
CC(=O)c1ccc(NC(=O)C(C)OC(=O)/C=C/c2ccco2)cc1 (stereo not given),-26.2%,-0.1%,nt,nt,19.7,nt,4.9%
Cc1cc(C)n(-c2nc3ccccc3nc2N2CCCCCC2)n1,34.9%,100.9%[activator],1.6%,-3.2%,?,8.6%,1.6%
CC1CC(C)CN(CCOc2cccc3ccccc23)C1 (stereo not given),-10.7%,3.8%,0.6%,1.4%,21.5,-7.4%,-4.2%
O=C(Nc1ccc2oc(-c3ccccc3F)nc2c1)c1cncc(Br)c1,-14.9%,-11.3%,1.5%,-0.5%,-12.0,-10.7%,-0.4%
COc1ccc(OC)c(NC(=O)CSC2=NN3CCCC(=O)N=C3S2)c1,-16.1%,0.0%,2.6%,-3.6%,4.4,-7.0%,0.0%
CCOC(=O)N1CCc2c(sc3c2c(=O)n(CCc2ccccc2)c(=O)n3Cc2cc(C)ccc2C)C1,nt,nt,nt,-5.2%,-26.2,-2.3%,-3.5%
N#C/C(=N\O)c1nc2ccccc2s1,-8.8%,-4.0%,-9.9%,3.2%,34.0,7.9%,-0.5%
CC(NC(=O)COC(=O)COc1cccc2c1OC(C)(C)C2)c1ccccc1 (stereo not given),50.5%,-8.8%,-7.1%,-3.2%,28.0,-17.9%,-13.7%
CSc1ncccc1C(=O)Nc1ccc(S(=O)(=O)Nc2nccs2)cc1,-26.6%,6.8%[2.32 µM],-3.4%,-0.3%,25.0,6.7%,-2.5%
COc1c2c(nc3occc13)C(CCC(C)(C)O)(OC)C(O)CC2 (stereo not given),5.8%,0.0%,-1.0%,-11.9%,65.0,-21.8%,-3.9%
COc1cc(-n2c(C)nc3cc(C(=O)O)ccc32)cc(OC)c1OC,-10.0%,-0.9%,5.9%,5.4%,-19.3,-10.3%,-16.3%
CN(C)c1cccc(C(=O)Nc2nnc(Cc3ccccc3)s2)c1,-9.8%,-9.7%,-1.2%,-0.7%,49.8,-0.5%,4.1%
CCC(C)[C@H](NC(=O)Nc1ccc(S(N)(=O)=O)cc1)C(=O)OC (stereo not given in full),-13.7%,5.9%,1.0%,0.4%,0.0,7.1%,3.0%
O=C(CN1CCCCC1)Nc1cccc2c1OCO2,-8.7%,4.8%,-1.3%,-0.7%,-0.2,0.7%,-7.4%
CC(C)=CCN1CCN(Cc2cc(F)ccc2-n2nc(C)cc2C)CC1CCO (stereo not given),-5.1%,13.7%,2.3%,2.2%,-13.9,0.6%[57.1 µM],1.5%
SMILES,AmpC no deterg,AMA1 RON2 block,LmPK inh,AmpC inh detg,HCMV inh,Sm TGR block,TbPYK inhibitor
Cc1ccc(S(=O)(=O)Nc2cc3c(cc2N2CCOCC2)n(C)c(=O)n3C)c(C)c1,nt,nt,nt,-2.9%,14.5,?,-3.5%
COc1ccc(C2=NN(c3nc(-c4ccccc4)c(CC(=O)O)s3)C(c3ccco3)C2)cc1 (stereo not given),14.1µM*,-3.7%,-3.3%,-13.7%,30.6,20µM*,-16.6%
COc1ccc(C(=O)c2ccc(CC#N)s2)cc1,?,-4.9%,2.1%,0.0%,30.9,7.2%,-2.4%
Cc1cccn2c(=O)c3cc(C(=O)NCC4CCCO4)c(=N)n(CCN4CCOCC4)c3nc12 (stereo not given),-5.7%,3.1%,-0.4%,2.4%,8.9,-13.6%,-4.6%
Cc1ccc(-c2noc(CCC(=O)NCc3ccc4c(c3)OCO4)n2)cc1,-23.5%,-1.1%,1.8%,?,1.6,?,-3.5%
O=C(Cn1nc(Cc2cccnc2)c2ccccc2c1=O)N1CCN(c2ccc(F)cc2)CC1,nt,nt,nt,8.1%,?,3.6%,0.4%
CCN1CCCC1CNC(=S)Nc1ccc(C(C)=O)cc1 (stereo not given),-18.8%,11.3%,4.8%,?,-9.8,6.1%,2.5%
O=[N+]([O-])c1ccc(S(=O)(=O)N/N=C/c2ccc3c(c2)OCO3)cc1,-29.7%,0.9%,0.5%,-11.1%,12.7,6.4%,-2.2%

# Assay outcomes as filed in PubChem BioAssay.
